PglD inh = blocks C. jejuni PglD acetyltransferase activity; purified PglD enzyme, DTNB colorimetric CoA detection; inhibition, % at 12.5 µM; hit rate 0.098% among 360,000; AID 602405; in the data active = inhibition above about 16%, passing the limit was not always enough; note: strong numbers were not always called active
RAD52 inh = blocks human RAD52 DNA annealing | recombinant RAD52 DNA annealing, FRET fluorescence | inhibition, % at 18.7 µM | hit rate 0.46% among 360,000 | AID 651710;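 active = every replicate showing at least 50% inhibition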
Target sequence (P43351 whole entry, looked up): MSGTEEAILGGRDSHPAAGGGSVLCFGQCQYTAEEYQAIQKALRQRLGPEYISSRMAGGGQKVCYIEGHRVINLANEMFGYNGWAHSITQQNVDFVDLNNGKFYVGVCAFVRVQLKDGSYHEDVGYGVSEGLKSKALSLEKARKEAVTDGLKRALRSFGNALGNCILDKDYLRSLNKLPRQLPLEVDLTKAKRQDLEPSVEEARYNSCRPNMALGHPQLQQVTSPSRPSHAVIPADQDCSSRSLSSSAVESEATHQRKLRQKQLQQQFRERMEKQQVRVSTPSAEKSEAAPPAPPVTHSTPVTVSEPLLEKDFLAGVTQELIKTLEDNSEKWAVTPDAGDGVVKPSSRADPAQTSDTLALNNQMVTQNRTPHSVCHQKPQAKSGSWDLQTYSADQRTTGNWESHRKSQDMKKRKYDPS
CASP6 VEID inh = inhibitors of human caspase-6 | P55212 | purified caspase-6, Z-VEID-R110 cleavage fluorescence | hit rate 0.53% among 350,000 | inhibition, % at 12.5 µM;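 active = mean inhibition across replicates at least about 35%, with every replicate also reaching that limit, limit read from the data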;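 note: 0% = median of neutral control wells and 100% = no fluorescence left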
Target sequence (P55212 24-179 limits assumed): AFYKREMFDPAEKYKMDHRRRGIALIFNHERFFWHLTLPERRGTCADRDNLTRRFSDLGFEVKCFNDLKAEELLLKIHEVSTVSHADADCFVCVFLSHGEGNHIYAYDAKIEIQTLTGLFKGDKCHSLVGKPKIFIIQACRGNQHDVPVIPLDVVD
Target sequence (P55212 194-293 limits assumed): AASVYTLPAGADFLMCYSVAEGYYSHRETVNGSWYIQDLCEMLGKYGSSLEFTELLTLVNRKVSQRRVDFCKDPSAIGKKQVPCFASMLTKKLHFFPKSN
E-sel inducer = E-selectin induction on HUVECs | hit rate 0.37% among 260,000 | activation, % at 7.58 µM | P16581 | HUVEC E-selectin immunofluorescence imaging; normalized: neutral wells 0, TNF-alpha wells 100;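 active = mean E-selectin-positive cell signal at least 10% of the positive control, reached in at least 60% of replicates, without over 20% cell loss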;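 note: in these data hits start at about 27%; measured in HUVEC primary endothelial cells; signal is the percent of cells scored E-selectin positive by PE staining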
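Read-out: % PE-positive cells | Test system: HUVEC | Doses: One compound dose added by pin transfer | Buffer or medium: EGM-2 over gelatin coat | Signal: Immunofluorescence imaging | Benchmarks: TNF-alpha, DMSO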
esBAF inh = SWI/SNF esBAF complex inhibition | mouse ES cells, Bmi1-luciferase knock-in reporter, 24 h; 100% = twice the neutral-well signal | reporter increase, % at 12.5 µM | hit rate 2% among 350,000 | AID 602393; in the data active = activation above about 40%;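 note: 0% = median of the plate's neutral control wells and 100% = double that signal; a rise in the Bmi1 reporter signal indicates esBAF inhibition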
ARNT TACC3 PPI = disruptors of human ARNT/TACC3 interaction | Q9Y6A5 | AlphaScreen His-ARNT PAS-B/GST-TACC3 binding, luminescence; TACC3 fragment carries E629A point mutation | inhibition, % at 9.99 µM | hit rate 0.66% among 390,000;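 active = mean inhibition of replicates at least 50% and at least half of replicates each reaching 50%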;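 note: 0% = complete ARNT plus TACC3 wells and 100% = ARNT alone without TACC3; many hits fall short of the cut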
ERp5 block = ERp5 (human) disulfide isomerase inhibition. Q15084. ERp5 insulin aggregation, absorbance 650 nm, 90 min. inhibition, % at 9.99 µM. hit rate 0.05% among 350,000;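 active = mean replicate inhibition above about 25%, with every replicate also reaching it, limit read from the data, passing the limit was not always enough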
RAD54 inh = blocks human RAD54 Holliday junction branch migration | hit rate 0.14% among 360,000 | FAM/BHQ fluorescence | AID 602329 | Q92698 | inhibition, % at 10.4 µM;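 active = mean normalized replicate activity at least 40 and at least half of replicates scoring 40 or more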;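 note: 0% = median of neutral control wells and 100% = median of positive control wells; inhibitors cause a drop in the FAM fluorescence signal; in these data hits start at about 50%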
Numbers without * were called inactive; x = not tested or not shown.

SMILES | PglD inh | RAD52 inh | CASP6 VEID inh | E-sel inducer | esBAF inh | ARNT TACC3 PPI | ERp5 block | RAD54 inh
CCCc1cc(=O)[nH]c(SCC(=O)N2CCc3cc(OC)c(OC)cc3C2)n1 | -3 | -15 | -1 | 0.0 | 1 | 7 | 3 | -14
O=S(=O)(NC1CCCC1)c1ccc(Br)s1 | 0 | -8 | 1 | x | -2 | -4 | -7 | 4
CC(C)c1nc(SCC(=O)Nc2cccc3ccccc23)n[nH]1 | -3 | -13 | 1 | -0.6 | 3 | 2 | 0 | 6
COc1ccc(/C=C/C(=O)c2ccc[nH]2)cc1OC | 1 | -10 | 7 | 0.9 | 53* | -1 | 1 | -5
CCc1ccccc1NC(=O)NCc1ccc2c(c1)OCO2 | -2 | 4 | -1 | 0.1 | 10 | -8 | -4 | 7
O=c1nc2n(c3ncccc13)CCCCC2 | 7 | -13 | -2 | 1.5 | -1 | -13 | 4 | -4
O=C(COc1cccc(-n2cnnn2)c1)NCCC1=CCCCC1 | -2 | x | x | x | -3 | 0 | x | -6
O=C(COC(=O)CC1CCCC1)Nc1cccc(F)c1 | -1 | -16 | -3 | x | -1 | x | 2 | -6
CC1CCN(CCOCCOc2ccccc2Br)CC1 | 2 | -2 | -4 | -0.1 | -5 | -4 | 4 | 1
CC(C)(C)N(Cc1ccccc1)C(=O)COC(=O)c1ccc(N2CCCC2=O)cc1 | -5 | -10 | -2 | x | -6 | 0 | -7 | -7
Cc1ccc(S(=O)(=O)N(C)C)cc1NC(=O)c1cc(S(=O)(=O)N2CCCCC2)ccc1N1CCOCC1 | 3 | -12 | -1 | x | 2 | -8 | 4 | -6
Cc1ccc(S(=O)(=O)Nc2ccc3c(c2)CC(=O)N([C@@H](C)CO)C[C@@H](C)[C@H](CN(C)Cc2ccc(C(=O)O)cc2)O3)cc1 | x | 1 | 2 | 0.0 | x | x | -3 | x
COc1ccc(C(=O)Nc2ccc3c(c2)OC[C@H](C)N(C)C[C@@H](C)[C@@H](OC)CN(C)C3=O)cc1 | 1 | 9 | -1 | 0.0 | 3 | -2 | 4 | 1
Cc1cc(Oc2ccccc2)nc(-c2ccccc2O)n1 | -4 | x | x | x | 8 | -5 | x | -11
Cc1ccccc1SCC(=O)NCC(c1ccc(F)cc1)N1CCOCC1 (centres undefined) | 5 | -5 | 14 | 1.3 | -3 | x | 5 | 0
O=C(Nc1ccc(F)cc1)N1CCCCN2[C@H](CO)[C@@H](c3ccc(-c4cccc(F)c4)cc3)[C@@H]2C1 | -2 | -5 | 2 | -0.4 | 9 | 7 | 1 | 3
C[C@@H]1CN([C@@H](C)CO)S(=O)(=O)c2ccc(-c3cccc(F)c3)cc2O[C@H]1CN(C)CC1CC1 | 1 | -19 | 0 | -2.2 | -4 | 10 | 1 | -10
O=C(CSc1nc(C2CC2)nc2ccccc12)N1CCc2ccccc21 | 1 | -24 | -2 | -1.8 | 3 | -7 | 3 | 7
CCOC(=O)C1CCN(C(=O)Nc2ccc(OCc3ccccc3)cc2)CC1 | 5 | -10 | 0 | 0.0 | x | -2 | -1 | 7
COc1ccccc1N(CC(=O)NCc1ccco1)S(=O)(=O)c1ccc(C)cc1 | -8 | -31 | 50* | 0.0 | 2 | -6 | 8 | 2
O=S(=O)(c1ccc(Br)s1)N1CCN(c2ccccn2)CC1 | 4 | x | x | x | -4 | -1 | x | -3
CCCCOP(=O)(c1ccc(N(C)C)cc1)C(O)c1ccc(OC)cc1 (centres undefined) | -1 | -4 | -2 | -0.1 | -5 | -11 | 2 | -10
NS(=O)(=O)c1cccc(NC(=O)CSc2nc3ccccc3c(=O)n2CCCN2CCOCC2)c1 | -1 | -13 | -5 | 0.6 | x | -2 | 3 | 0
CCN1C(=O)[C@H]2[C@@H](c3ccc(-c4ccc(F)cc4)c(OC)c3)N3CCC[C@@]3(C(=O)OC)[C@H]2C1=O | -1 | -43 | 2 | -0.2 | 17 | -1 | -1 | 5
CCN(Cc1nc(-c2cccc(Cl)c2)no1)CC1CCCO1 (centres undefined) | x | -8 | 0 | x | 8 | -10 | -1 | x

Record cards (already shown). Order of values: PglD inh | RAD52 inh | CASP6 VEID inh | E-sel inducer | esBAF inh | ARNT TACC3 PPI | ERp5 block | RAD54 inh
`CC(C)(C)N(Cc1ccccc1)C(=O)COC(=O)c1ccc(N2CCCC2=O)cc1` as listed: -5 | -10 | -2 | x | -6 | 0 | -7 | -7
`O=C(COC(=O)CC1CCCC1)Nc1cccc(F)c1` as listed: -1 | -16 | -3 | x | -1 | x | 2 | -6
`Cc1ccc(S(=O)(=O)Nc2ccc3c(c2)CC(=O)N([C@@H](C)CO)C[C@@H](C)[C@H](CN(C)Cc2ccc(C(=O)O)cc2)O3)cc1` as listed: x | 1 | 2 | 0.0 | x | x | -3 | x
`O=C(CSc1nc(C2CC2)nc2ccccc12)N1CCc2ccccc21` as listed: 1 | -24 | -2 | -1.8 | 3 | -7 | 3 | 7

(cont.)
SMILES | PglD inh | RAD52 inh | CASP6 VEID inh | E-sel inducer | esBAF inh | ARNT TACC3 PPI | ERp5 block | RAD54 inh
O=C(CSCCO)Nc1nccs1 | 8 | x | x | x | -8 | 0 | x | 6
O=C(C[C@@H]1CC[C@@H]2[C@H](COC[C@H](O)CN2S(=O)(=O)c2cccc(Cl)c2)O1)Nc1ccccc1 | -5 | 5 | -1 | 0.0 | 2 | -10 | -2 | 7
Cc1ccc(C(=O)NC2CC(C)(C)NC(C)(C)C2)cc1S(=O)(=O)N1CCOCC1 | -4 | -2 | -2 | -0.1 | -3 | 1 | 5 | 11
C[C@@H]1CN([C@H](C)CO)C(=O)Cc2cc(NC(=O)NC3CCCCC3)ccc2O[C@@H]1CN(C)C(=O)Nc1ccc2c(c1)OCO2 | 4 | 4 | 0 | -14 | 1 | -3 | 1 | -1
COC(=O)c1cc(S(=O)(=O)N2CCN(C3CCCCC3)CC2)c[nH]1 | -1 | x | x | x | 1 | 8 | x | -6
COc1ccc(N2C(=O)N3[C@@H]4c5ccccc5OC[C@@H]4[C@@H](c4ccccc4)[C@@]3(C)C2=O)cc1 | -2 | -7 | 1 | 0.2 | -2 | -2 | 3 | 0
CCC(C)c1ccc(NC(=S)NCc2cccnc2)cc1 (centres undefined) | -1 | x | x | x | -5 | 1 | x | 17
CC1CCc2c(C(=O)NCCN3CCOCC3)csc2C1 (centres undefined) | 0 | x | x | x | 2 | 31 | x | -7
CCN1CCc2nc3ccccc3c(C(=O)Nc3ccc(NC(C)=O)cc3)c2C1 | -4 | -13 | -4 | x | -5 | 3 | 0 | -10
CCOC(=O)C1=C(COC(=O)COc2ccccc2OCC)NC(=O)NC1C (centres undefined) | -8 | -3 | -4 | 1.4 | -7 | -1 | 2 | -4
Cc1cc(OCc2cc(C(=O)N3CCC(Oc4cccnc4)CC3)no2)cc(C)c1Cl | 5 | -14 | 2 | 1.1 | 2 | -1 | 3 | -1
CC(=O)Nc1ccc(NC(=O)CNC(=O)c2cccc(C)c2)cc1 | 2 | -5 | -2 | -0.3 | -3 | -3 | 5 | -2
CCC1(c2ccccc2)NC(=O)N(CC(=O)Nc2ccc(N3CCOCC3)cc2)C1=O (centres undefined) | 1 | -17 | 1 | x | -6 | 6 | -11 | 11
CCc1nc2ccc(C(=O)Nc3ccc4c(c3)OCC(=O)N4)cn2c1N(C)Cc1nccn1C | -3 | 8 | -2 | x | -2 | x | -3 | 7
C/C=C(\C)CN1CCN(c2ccccc2F)CC1 | 5 | x | x | x | -7 | 2 | x | 7
CC(CC#CCN1CCOCC1)OCCC#N (centres undefined) | 4 | x | x | x | -3 | -17 | x | -4
Cc1noc(C)c1NC(=O)Nc1ccc2c(c1)C(=O)N([C@H](C)CO)C[C@H](C)[C@@H](CN(C)Cc1ccccc1)OCCCC[C@@H](C)O2 | -2 | 0 | -3 | -0.2 | 6 | -4 | 6 | 4
N=C1SCC(=O)N1c1ccc(Cl)cc1 | -7 | -30 | 3 | x | -4 | 32 | -1 | 3
CO[C@H]1CC[C@H]2CCOc3ccc(C#N)cc3C(=O)N(C)C[C@@H](c3ccccc3)CC(=O)N(C)C[C@H]1O2 | 1 | x | x | 0.0 | 0 | -1 | x | 0
Cc1cc(=O)n2cn[nH]c2n1 | -5 | -7 | -3 | -0.1 | -2 | -4 | -6 | -2
S=c1[nH]c2ccccc2n1Cc1ccccc1 | 5 | -4 | 3 | x | -5 | 21 | 8 | 1
COc1ccc(CN2CCN(C(=O)C3CCC(CNS(=O)(=O)c4ccc(C)cc4)CC3)CC2)c(OC)c1OC (centres undefined) | x | -14 | 4 | x | x | 30 | 0 | x
CCOc1ccc(NC(=O)CSc2ccc3nnc(-c4cccnc4)n3n2)cc1 | -6 | -3 | 4 | -0.1 | x | 0 | -12 | -3
COc1ccc(N(CC(=O)Nc2cccc(C(C)=O)c2)S(=O)(=O)c2ccc(NC(C)=O)cc2)cc1 | 77* | -34 | -7 | 1.7 | -3 | 1 | 2 | 0
Cc1nc2sc(C(c3ccco3)N3CCC(Cc4ccccc4)CC3)c(O)n2n1 (centres undefined) | 4 | -39 | 6 | -1.1 | 2 | 13 | 6 | 1

Among those listed so far, these contain a cyano group:
SMILES | PglD inh | RAD52 inh | CASP6 VEID inh | E-sel inducer | esBAF inh | ARNT TACC3 PPI | ERp5 block | RAD54 inh
CC(CC#CCN1CCOCC1)OCCC#N (centres undefined) | 4 | x | x | x | -3 | -17 | x | -4
CO[C@H]1CC[C@H]2CCOc3ccc(C#N)cc3C(=O)N(C)C[C@@H](c3ccccc3)CC(=O)N(C)C[C@H]1O2 | 1 | x | x | 0.0 | 0 | -1 | x | 0

Continuation.
SMILES | PglD inh | RAD52 inh | CASP6 VEID inh | E-sel inducer | esBAF inh | ARNT TACC3 PPI | ERp5 block | RAD54 inh
Cc1cc(C(=O)COC(=O)C2=NNC(=O)CC2)c(C)n1-c1ccccc1 | 3 | -13 | -1 | x | -39 | -11 | -1 | -8
CCOc1ccccc1-n1c(SCC(=O)Nc2nccs2)nnc1-c1ccoc1C | 5 | -7 | 0 | x | -4 | x | 2 | 3
COc1ccc(OCC#CCNC(C)(C)C)cc1 | -3 | x | x | x | 3 | 7 | x | 12
CNC[C@H]1Oc2ccc(N(C)C)cc2C(=O)N([C@@H](C)CO)C[C@H]1C | 4 | -7 | 0 | 129* | -4 | -7 | 0 | 2
COc1cccc(-c2ccc([C@H]3[C@@H](C#N)N(C(=O)Cc4ccncc4)[C@@H]3CO)cc2)c1 | 3 | 14 | 4 | -0.2 | 9 | 0 | 6 | -3
CCOC(=O)c1cc(C(=O)OCC)cc(-n2cc(O)c(C(=O)OCC)n2)c1 | -4 | 12 | 0 | x | -4 | -8 | -1 | 0
CC(C)CNC(=S)NC1CC2CCC(C1)N2Cc1ccccc1 (centres undefined) | 2 | x | x | x | -6 | 2 | x | 4
C[C@@H]1CN([C@H](C)CO)S(=O)(=O)c2ccc(-c3ccc(F)cc3)cc2O[C@H]1CN(C)Cc1ccccc1C(=O)O | 3 | 6 | 3 | -0.2 | -4 | -6 | 0 | -1
O=C1c2ccccc2C(c2nnnn2-c2ccc3c(c2)OCCO3)N1Cc1ccco1 (centres undefined) | x | -16 | 2 | 2.2 | x | x | -3 | x
COc1ccc(Cl)cc1NC(=O)CNC(c1ccccc1)c1ccccc1 | 5 | -11 | -8 | x | -4 | 11 | 7 | 10

Not a retest: 4 of the compounds above.
SMILES | PglD inh | RAD52 inh | CASP6 VEID inh | E-sel inducer | esBAF inh | ARNT TACC3 PPI | ERp5 block | RAD54 inh
CNC[C@H]1Oc2ccc(N(C)C)cc2C(=O)N([C@@H](C)CO)C[C@H]1C | 4 | -7 | 0 | 129* | -4 | -7 | 0 | 2
COc1cccc(-c2ccc([C@H]3[C@@H](C#N)N(C(=O)Cc4ccncc4)[C@@H]3CO)cc2)c1 | 3 | 14 | 4 | -0.2 | 9 | 0 | 6 | -3
CCOC(=O)c1cc(C(=O)OCC)cc(-n2cc(O)c(C(=O)OCC)n2)c1 | -4 | 12 | 0 | x | -4 | -8 | -1 | 0
CC(C)CNC(=S)NC1CC2CCC(C1)N2Cc1ccccc1 (centres undefined) | 2 | x | x | x | -6 | 2 | x | 4

Screens: PubChem BioAssay, Broad Institute
